Vif-APOBEC3G blk: qHTS for Inhibitors of Vif-A3G Interactions: qHTS; DNA dC->dU-editing enzyme APOBEC-3G (Homo sapiens), Q9HC16; HeLa A3G-eYFP + Vif (tagged APOBEC3G with the HIV-1 protein that degrades it), YFP fluorescence, overnight; Potency, µM (highest dose often 46.1 µM), without a hit: top-dose activity, negative = active, hits mostly inhibitors; hit rate 0.076% among 410,000; AID 602310, 2012;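 further: potency means the concentration at half of the fitted maximal effect; on the % scale 0 is the no-effect control and ±100 the full control effect; nearly all actives have a fitted effect of over 60% in size; hits raise eYFP signal because A3G escapes Vif-driven loss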
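Read-out is eYFP fluorescence (Ex 488/Em 500-530) from Vif-expressing HeLa A3G-eYFP cells; more signal means A3G escaped Vif-mediated degradation. Cells plated overnight, compound pinned in, incubated overnight at 37 deg C.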
RXFP1 agonist: qHTS Assay for Agonists of the Relaxin Receptor RXFP1. AID 2676, 2010. Potency, µM (titrated, usually from 57.5 µM), for inactives: top-dose activation, actives largely listed as activators. HEK293T-RXFP1 cAMP TR-FRET, 30 min; response scale: percent of porcine relaxin response, buffer zero. hit rate 0.3% among 370,000. Relaxin receptor 1 (Homo sapiens), Q9HBX9; further: potency means the concentration at half of the fitted maximal effect; on the % scale 0 is the no-effect control and ±100 the full control effect; nearly all actives have a fitted effect of over 60% in size; many of its hits are not listed in these tables
Target sequence (Q9HBX9 whole entry, looked up): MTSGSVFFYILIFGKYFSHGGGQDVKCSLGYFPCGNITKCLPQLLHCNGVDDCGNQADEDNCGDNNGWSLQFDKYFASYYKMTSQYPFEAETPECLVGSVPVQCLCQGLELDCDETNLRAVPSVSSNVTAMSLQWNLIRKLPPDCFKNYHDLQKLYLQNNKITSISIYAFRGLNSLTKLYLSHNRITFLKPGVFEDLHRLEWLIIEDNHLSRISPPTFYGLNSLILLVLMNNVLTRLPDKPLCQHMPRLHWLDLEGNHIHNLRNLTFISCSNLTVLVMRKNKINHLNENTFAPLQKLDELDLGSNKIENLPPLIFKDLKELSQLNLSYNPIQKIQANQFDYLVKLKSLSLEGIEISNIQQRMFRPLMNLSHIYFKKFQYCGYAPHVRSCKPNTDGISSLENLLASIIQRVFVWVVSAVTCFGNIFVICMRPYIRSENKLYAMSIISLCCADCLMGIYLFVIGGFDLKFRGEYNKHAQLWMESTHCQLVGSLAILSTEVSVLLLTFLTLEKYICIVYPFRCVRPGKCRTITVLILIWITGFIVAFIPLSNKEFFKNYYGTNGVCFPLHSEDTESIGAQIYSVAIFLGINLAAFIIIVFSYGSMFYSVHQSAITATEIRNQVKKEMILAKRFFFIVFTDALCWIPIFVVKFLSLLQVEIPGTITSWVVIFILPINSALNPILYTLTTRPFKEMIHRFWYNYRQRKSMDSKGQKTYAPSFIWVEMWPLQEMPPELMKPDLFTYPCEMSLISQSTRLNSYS
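HEK293T cells stably expressing RXFP1 were pretreated with the PDE4 inhibitor Ro 20174, exposed to compounds for 30 min at 37C, lysed, and cAMP was read by TR-FRET. Data normalized to buffer (basal) and 29 nM porcine relaxin (100%).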
GRP78 ERSR act: qHTS for Inducers of the Endoplasmic Reticulum Stress Response (ERSR) in Human Glioma: qHTS; hit rate 0.02% among 420,000; U87-MG GRP78 promoter luciferase reporter, 16 h; Potency, µM, without a hit: at the top dose activation, hits mostly activators; AID 602332, 2012; further: potency means the concentration at half of the fitted maximal effect; series mostly up to about 76 µM; % of control where 0% means no effect; nearly all actives have a fitted effect of over 35% in size
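ERSR induction read as luciferase luminescence (Bright-Glo, 10 min at room temperature) in stably transfected human U87-MG glioma cells exposed to compounds for 16 h, using GRP78 as sensor.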
D1 potentiator: Potentiators of Human D1 Dopamine Receptor: qHTS | HEK293 TREx D1 cells, calcium flux, dopamine EC20 potentiation | hit rate 0.036% among 360,000 | potentiation, % at 10 µM; in the data active means potentiation above about 30%; further: 0% is about no effect
D2 PAM: HTS Assay for Positive Allosteric Modulators of the Human D2 Dopamine Receptor: Primary Screen for Potentiators | HEK293 T-REx D2, calcium flux, EC20 dopamine potentiation | potentiation, % at 10 µM | hit rate 0.34% among 340,000;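 active means potentiation over 3 SD above the plate norm, cut at about 30% in these data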; further: 0% is about no effect
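Potentiation of an EC20 dopamine calcium response is measured in a force-coupled, tetracycline-inducible Hek293 Trex D2 line. Compound-only kinetic reads over 180 s flag agonists before dopamine addition.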
RXFP1 antag: qHTS Assay for Antagonists of the Relaxin Receptor RXFP1; Relaxin receptor 1 (Homo sapiens), Q9HBX9; HEK293-RXFP1, relaxin-stimulated cAMP HTRF, 30 min; stronger effect = lower value; activity change, negative = inhibition, % at 57.5 µM; hit rate 0.59% among 350,000; AID 1259400, 2018;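 active means activity change of -60% or lower, but not beyond a set lower limit; inconclusive means change between -60% and -40%, or beyond the set limit; inactive means change above -40%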; further: on the % scale 0 is the no-effect control and ±100 the full control effect
Vif-APOBEC3F blk: qHTS for Inhibitors of Vif-A3F Interactions: qHTS; HeLa A3F-eYFP + Vif (tagged APOBEC3F with the HIV-1 protein that degrades it), YFP fluorescence increase; Potency, µM (doses to about 46.1 µM), for inactives: at the top dose activity, negative = active; hit rate 0.2% among 390,000; AID 602313, 2012; further: potency means the concentration at half of the fitted maximal effect; % of control where 0% means no effect; nearly all actives have a fitted effect of over 65% in size
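HeLa cells stably expressing Vif plus C-terminally eYFP-tagged A3F were seeded, incubated overnight at 37 deg C, dosed with compound, incubated overnight again at 37 deg C. Yellow fluorescence (Ex 488/Em 500-530) reported blocked Vif-mediated A3F-eYFP degradation.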
D1 antag: Antagonist of Human D 1 Dopamine Receptor: qHTS. HEK293 TREx D1 cells, calcium flux, dopamine EC80; stronger effect = lower value. activity change, negative = inhibition, % at 10 µM. hit rate 3.2% among 360,000. AID 504652, 2011; in the data active means activity change below about -30%; further: on the % scale 0 is the no-effect control and ±100 the full control effect
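Cells carrying a force-coupled, tetracycline-inducible human D1 receptor report calcium flux. Each well gets a 10 s baseline, compound with 180 s monitoring, then an EC80 dopamine stimulus with a second 180 s kinetic read.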
D1 ag: Allosteric Agonists of the Human D1 Dopamine Receptor: qHTS | HEK293 T-REx D1 cells, calcium flux, agonist mode | D(1A) dopamine receptor (Homo sapiens), P21728 | AID 504660, 2011 | activation, % at 2 µM | hit rate 1% among 360,000; in the data active means activation above about 30%; further: 0% is about no effect
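Tetracycline-induced HEK293 TREx D1 cells, force-coupled to calcium signalling, were dye-loaded with a no-wash calcium kit. Compound was pin-added after a 10 s baseline. Fluorescence was read kinetically at 1 cycle/s for 180 s, with calcium rises flagged as agonism.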
Starred values were filed as active, the others as inactive; ? = inconclusive; nt = not tested or not shown; [ ] = remark or other dose. Unless noted, the call rests on the fitted dose curve; in most records, active means well fitted curve in the direction sought with a large enough effect; inconclusive means small, poorly fitted or top-dose-only effect, or another doubt; inactive means no such curve, though single readings can be large; an effect the other way counts as inactive or inconclusive.

SMILES	Vif-APOBEC3G blk	RXFP1 agonist	GRP78 ERSR act	D1 potentiator	D2 PAM	RXFP1 antag	Vif-APOBEC3F blk	D1 antag	D1 ag
COc1ccc(CNCc2cc(OC)ccc2OC)cc1	-6%	-1.0%	-2%	3	13	2	0%	16	3
CCN(CC)C(=O)c1nn(Cc2ccccc2)c(=O)c2ccccc12	6%	0.4%	-4%	-4	-2	-2	0%	-5	1
O=C1N/C(=N\N=C\c2ccco2)SC1Cc1ccccc1[N+](=O)[O-] (stereo not drawn)	-6%	-0.1%	1%	-2	2	3	?	18	2
Nc1ccc(C(=O)OCc2nc3ccccc3s2)cc1	-1%	1.8%	3%	9	nt	2	0%	0	2
O=[N+]([O-])c1cccc(/C=C2\CCC(/C=N/Nc3ccc4ccccc4n3)=C2N2CCOCC2)c1	0%	0.3%	-4%	-8	0	-5	-16%	10	4
O=C(Cn1c2c(c(-c3ccccc3Cl)cc1=O)CCC2)NCC1CCCO1 (stereo not drawn)	0%	6.8%	-3%	3	0	-12	8%	5	1
CCOc1ccc(CCNC(=O)COC(=O)c2nn(C)c(=O)c3ccccc23)cc1OCC	-5%	1.2%	-3%	-9	-4	-5	6%	-6	1
Cc1[nH]c(=O)[nH]c(=O)c1NC(=O)c1ccc(OC(C)C)cc1	-2%	0.5%	-2%	-3	5	-12	-14%	-10	0
COc1ccccc1N1CCN(c2ccc([N+](=O)[O-])cn2)CC1	-1%	-0.5%	1%	-5	-6	-3	11%	4	3
CC(C)Sc1ccc(C(=O)Nc2ccc(F)cc2F)cn1	2%	1.6%	-3%	-2	7	-18	4%	1	-2
COc1ccc(NC(=O)C2CCN(S(=O)(=O)c3c(C)noc3/C=C/c3ccc(C)cc3)CC2)cc1Cl	5%	0.1%	0%	1	-11	nt	0%	-15	4
Cc1nccc(-c2cccc(NC(=O)c3ccccc3Cl)c2)n1	-1%	-1.2%	-4%	4	-2	10	10%	-7	4
CCNC(=O)C1CCN(S(=O)(=O)c2ccc3c(c2)CCCN3C(C)=O)CC1	0%	1.5%	0%	-1	11	-12	-6%	2	1
COc1ccc(-c2nc3c(C#N)c[nH]n3c2NC2CCCC2)cc1	-12%	-0.1%	2%	-1	7	-14	-1%	-2	-2
COc1cc(NC(=O)Cc2ccccc2OC)cc(OC)c1	0%	2.1%	-4%	-6	nt	-7	-12%	-19	6
Cc1ccc(CN(C(=O)COc2ccc(Br)cc2)c2ccccn2)o1	2%	0.2%	3%	-1	-9	nt	-4%	-9	-3
CCOc1ccc(NC(=O)CCC(=O)NNC(=O)COc2ccc(C)cc2)cc1	-3%	5.5%	-1%	16	6	-9	4%	-5	1
O=C(/C=C/c1ccccc1)N1CCN(CCN2C(=O)c3cccc4cccc(c34)C2=O)CC1	2%	0.5%	-5%	-4	-6	nt	4%	-13	-1
C1CC2CN(c3nc4nonc4nc3N3CCSCC3)CCN2C1 (stereo not drawn)	0%	3.4%	6%	-2	-5	-15	4%	-15	1
CC(C)=CCN1CCN(Cc2cccn2-c2ncccn2)CC1CCO (stereo not drawn)	-2%	-0.4%	-5%	6	1	-7	3%	9	0
COc1ccc2[nH]c(=O)c(CN(CCO)S(=O)(=O)c3ccc4c(c3)OCCO4)cc2c1	-2%	-0.3%	-1%	0	nt	2	1%	2	1
CC1CCC2(CC1)OCC1(CCC3(COC4(CCC(C)CC4)OC3)C1=O)CO2 (stereo not drawn)	1%	-0.7%	-3%	1	-15	-13	-6%	-5	4
COc1ccc(CNC(=O)c2c3c(nc4ccccc24)C(=O)N(C2CCCCC2)C3)c(OC)c1	3%	-0.3%	1%	1	-24	3	2%	-4	7
Cc1nc2nc(C)c(CCC(=O)NC(C)c3ccc4c(c3)OCCO4)c(C)n2n1 (stereo not drawn)	0%	0.2%	-7%	-8	-9	8	3%	-48*	6
CC(C)CC(=O)Nc1cc2nn(-c3ccccc3)nc2cc1Cl	-1%	1.1%	-5%	0	-5	-3	-1%	-7	3
O=c1c2ccccc2nc(SCc2cc(F)ccc2F)n1C1CCCC1	-4%	-0.2%	-3%	-4	1	-1	2%	5	1
CCC(=O)N1CCc2cc(S(=O)(=O)CCC(=O)N3CCN(c4ccc(F)cc4)CC3)ccc21	2%	-3.8%	-3%	0	-2	5	-8%	1	2
COc1cccc(CNC(=O)C2CCN(S(=O)(=O)N3CCCCC3)CC2)c1	0%	-1.3%	-5%	5	11	-1	-5%	-10	1
CC(Cc1c[nH]c2ccccc12)C(=O)O (stereo not drawn)	0%	-2.4%	-3%	-2	7	nt	-1%	-1	-1
N#C/C(=C\c1ccc(-c2ccccc2)o1)C(=O)Nn1cnnc1	1%	2.3%	-3%	-2	2	-2	-6%	10	3

Already shown: two of the compounds above.
SMILES	Vif-APOBEC3G blk	RXFP1 agonist	GRP78 ERSR act	D1 potentiator	D2 PAM	RXFP1 antag	Vif-APOBEC3F blk	D1 antag	D1 ag
CC(C)CC(=O)Nc1cc2nn(-c3ccccc3)nc2cc1Cl	-1%	1.1%	-5%	0	-5	-3	-1%	-7	3
O=c1c2ccccc2nc(SCc2cc(F)ccc2F)n1C1CCCC1	-4%	-0.2%	-3%	-4	1	-1	2%	5	1

Next section.
SMILES	Vif-APOBEC3G blk	RXFP1 agonist	GRP78 ERSR act	D1 potentiator	D2 PAM	RXFP1 antag	Vif-APOBEC3F blk	D1 antag	D1 ag
COc1cccc(/C=C2/SC(=S)N(CC(=O)NNC(=O)c3ccccc3O)C2=O)c1	-1%	0.7%	0%	nt	nt	?	15%	-17	0
O=c1cc(CN2CCCCC2)nc(C2CC2)[nH]1	-1%	0.8%	0%	3	-2	6	1%	-13	1
Cc1nn(C(=O)CCC(=O)NCc2ccc(OC(C)C)cc2)c2ccccc12	1%	-0.9%	-3%	0	10	0	1%	-1	0
CCc1nnc2c(NCc3cccc(OC)c3)nc3ccccc3n12	-3%	-0.7%	-7%	-1	17	-8	-3%	-3	0
CCCc1[nH]n(-c2ccc([N+](=O)[O-])cc2)c(=O)c1C(C)=NCc1ccncc1	-3%	0.0%	6%	-1	7	-8	0%	-16	3
O=C(NCc1cccs1)c1ccc(S(=O)(=O)N2CCOCC2)cc1	-2%	1.3%	-4%	-8	-5	-8	?	-9	2
COc1cc2c(cc1OC)C1O[C@](CCCCN3C(=O)c4ccccc4C3=O)(C2)Oc2c1c(=O)oc1ccccc21	nt	-0.3%[11.5 µM]	nt	-1	nt	nt	nt	-5	0
CCn1c2ccccc2c2cc(CN3CCN(Cc4cccc(Cl)c4)CC3)ccc21	2%	-1.2%	-4%	3	-11	-24	-12%	-24	2
COc1ccc(NC(=O)CSCC(=O)NCc2ccco2)cc1	-1%	-1.4%	-6%	-1	5	-1	4%	-1	0
Cc1cc(NC(=O)CSCc2ccc([N+](=O)[O-])cc2)no1	0%	-0.5%	-7%	-6	-10	6	-12%	-5	3
Cc1ccc(NC(=O)CSc2ncccc2C(=O)Oc2ccccc2Cl)cc1Cl	-5%	0.1%	3%	-1	10	-27	-2%	15	2
Cc1ccc(CN2CCN(C3CCNCC3)C(=O)C2=O)cc1	-1%	0.0%	-3%	0	-17	-10	1%	9	-2
COc1ccc(NC(=O)ON=C2c3ccccc3-c3ccccc32)cc1	-5%	-0.1%	4%	5	-4	7	0%	15	0
CCN(CC(=O)Nc1ccccc1OC)C(=O)CCc1ccccc1	-1%	-2.5%	-2%	5	nt	8	0%	7	-3
Cc1c(Cl)cccc1NC(=S)Nc1ccccn1	-1%	1.9%	4%	2	8	-3	11%	13	2
COc1ccccc1NS(=O)(=O)c1ccc(O)c(NC(=S)NCC2CCCO2)c1 (stereo not drawn)	0%	0.4%	-3%	-7	nt	-1	-4%	8	1
COc1ccc(-n2cnnc2SCC(=O)N2CCN(c3ccccc3)CC2)cc1	1%	0.6%	-5%	0	1	-26	nt	5	2
CCOCCCNC(=O)c1cc(=O)[nH]c2ccc(S(=O)(=O)N3CCCC3)cc12	0%	3.4%	-1%	3	13	nt	4%	0	3
COc1cccc(C2(c3cccc(OC)c3)CC2C(=O)Nc2cccc3ccccc23)c1 (stereo not drawn)	-5%	1.8%	-3%	13	4	-7	-7%	10	1
CCN(CC)S(=O)(=O)c1ccc(C)c(NC(=S)NNC(=O)C2CC2)c1	3%	2.3%	-5%	-9	12	0	-1%	-11	2
CCOc1cc(CNc2ccc(O)cc2)cc(Cl)c1OCc1ccccc1	?	-0.9%	13µM*	2	9	?	3%	-5	-1
O=C(CSc1nc2sc3c(c2c(=O)[nH]1)CCC3)NCCO	-1%	0.3%	1%	-4	-2	-4	3%	-2	3
CC(OC(=O)CN1C(=O)c2ccccc2C1=O)C(=O)NC1(C#N)CCCCC1 (stereo not drawn)	3%	3.0%	-2%	1	11	4	-12%	-17	5
Cc1cc(C)c(S(=O)(=O)c2ccccc2)c(OC(=O)c2c(Cl)cccc2Cl)n1	1%	-2.5%	-4%	-5	9	-4	-11%	11	4
C#CCOCCOCCOCCNc1nc(N2CCN(C(=O)Cn3cc(CC(C)O)nn3)CC2)nc(N2CCN(C(=O)[C@H](CCCCN)n3cc(CCC(=O)O)nn3)CC2)n1 (stereo partly drawn)	-1%	1.8%	-5%	-4	2	nt	-1%	10	1
CN(C(=O)c1ccc(NC(=O)Cc2ccc(NC(=O)C3CCCN(C(=O)C4CCCCC4)C3)cc2)cc1)C1CC1 (stereo not drawn)	1%	-1.2%	2%	6	22	nt	-12%	3	-1
COC(c1ccccc1)c1nnc(CCC(=O)N(C)CCOc2ccccc2)o1 (stereo not drawn)	3%	3.5%	1%	-2	1	-17	1%	1	0

Screening data deposited in PubChem BioAssay by National Center for Advancing Translational Sciences (NCATS).

The list is partial; rates above refer to the full screens.
